Screening results deposited in PubChem by National Center for Advancing Translational Sciences (NCATS).
EPAC1 antagonist – blocks human EPAC1 exchange factor; Potency, µM (top dose mostly 115 µM), for the others: top-dose activity change, negative = inhibition, usual class: inhibitors; 360,000 compounds, 0.14% hits; EPAC1 GEF assay, Rap1b-BODIPY-GDP exchange fluorescence; O95398; AID 720709;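 also: potency is read from the fitted curve at half-maximal effect; plate controls were vehicle for no effect and positive control for full effect; nearly all actives have a fitted effect of over 50% in size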
WRN helicase inh – blocks human WRN helicase; AID 651768; 360,000 compounds, 0.46% hits; WRN helicase unwinding, fluorescent forked duplex, kinetic; Potency, µM (series often up to 114 µM), for the others: top-dose activity change, negative = inhibition, usual class: inhibitors; Q14191; also: potency is read from the fitted curve at half-maximal effect; % is scaled to controls: 0 for no effect and ±100 for the full control effect; nearly all actives have a fitted effect of over 55% in size
Target sequence (Q14191 whole entry, looked up): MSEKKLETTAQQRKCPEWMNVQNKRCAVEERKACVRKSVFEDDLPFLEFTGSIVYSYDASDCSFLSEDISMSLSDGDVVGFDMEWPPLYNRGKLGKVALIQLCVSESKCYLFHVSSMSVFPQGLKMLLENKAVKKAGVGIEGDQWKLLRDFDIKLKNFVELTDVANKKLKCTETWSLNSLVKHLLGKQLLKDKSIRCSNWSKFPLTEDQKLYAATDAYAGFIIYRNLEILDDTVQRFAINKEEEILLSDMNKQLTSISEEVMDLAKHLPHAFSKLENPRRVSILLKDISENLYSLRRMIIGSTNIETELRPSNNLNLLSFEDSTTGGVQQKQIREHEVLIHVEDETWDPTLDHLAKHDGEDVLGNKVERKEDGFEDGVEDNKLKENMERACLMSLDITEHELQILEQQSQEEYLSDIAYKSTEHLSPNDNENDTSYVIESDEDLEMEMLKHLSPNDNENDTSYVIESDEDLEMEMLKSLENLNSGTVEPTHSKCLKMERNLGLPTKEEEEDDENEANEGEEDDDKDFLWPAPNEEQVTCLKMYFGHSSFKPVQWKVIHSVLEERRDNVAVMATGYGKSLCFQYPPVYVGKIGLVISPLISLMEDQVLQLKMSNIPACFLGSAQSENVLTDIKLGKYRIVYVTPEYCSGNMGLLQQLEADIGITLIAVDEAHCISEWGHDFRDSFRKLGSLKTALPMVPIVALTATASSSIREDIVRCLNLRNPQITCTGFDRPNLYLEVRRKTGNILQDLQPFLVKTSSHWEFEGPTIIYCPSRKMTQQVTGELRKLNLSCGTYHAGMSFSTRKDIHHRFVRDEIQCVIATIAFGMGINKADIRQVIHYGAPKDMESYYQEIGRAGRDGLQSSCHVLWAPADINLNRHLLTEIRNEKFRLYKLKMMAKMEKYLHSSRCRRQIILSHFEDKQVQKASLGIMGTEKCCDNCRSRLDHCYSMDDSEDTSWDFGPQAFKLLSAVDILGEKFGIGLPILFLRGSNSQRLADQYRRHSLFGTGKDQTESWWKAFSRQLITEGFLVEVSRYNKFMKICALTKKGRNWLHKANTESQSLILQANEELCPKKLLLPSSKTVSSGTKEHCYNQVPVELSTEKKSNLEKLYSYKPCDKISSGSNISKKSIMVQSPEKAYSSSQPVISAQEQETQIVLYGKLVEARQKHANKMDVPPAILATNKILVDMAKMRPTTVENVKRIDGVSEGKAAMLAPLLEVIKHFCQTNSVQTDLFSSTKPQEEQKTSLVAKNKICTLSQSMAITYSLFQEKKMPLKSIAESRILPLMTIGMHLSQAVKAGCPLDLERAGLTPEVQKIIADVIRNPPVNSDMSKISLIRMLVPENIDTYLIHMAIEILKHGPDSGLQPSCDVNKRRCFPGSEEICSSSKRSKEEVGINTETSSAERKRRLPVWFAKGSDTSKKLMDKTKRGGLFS
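WRN at 20 nM final preincubated with compound 15 min at room temperature; reaction started with 100 nM fluorophore/quencher forked duplex oligonucleotide and 2 mM ATP final. Unwinding followed kinetically by red fluorescence (ex 525, em 598 nm).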
aSyn rescue – alpha-synuclein toxicity inhibition in yeast. 370,000 compounds, 0.14% hits. Yeast expressing alpha-synuclein, growth rescue, BacTiter-Glo, 24 h. Potency, µM (titrated, usually from 46.1 µM), for the others: at the top dose growth rescue (activation), most hits filed as activators; also: potency is read from the fitted curve at half-maximal effect; % of control where 0% means no effect; nearly all actives have a fitted effect of over 65% in size
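Readout is rescue of growth in alpha-synuclein-expressing yeast, so inhibitors of toxicity appear as activators. Growth after 24 hr at 30 deg C in galactose medium is quantified by luminescence.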
PI5P4K alpha inh – PI5P4K alpha (human) kinase inhibition. P48426. PI5P4Kalpha enzyme, ADP-Glo luminescence, 60 min; stronger effect = lower value. max response, %. 330,000 compounds, 1.2% hits. AID 652105; active = max response of -50% or lower; inconclusive = between -30% and -50%; inactive = -30% or higher; also: value at the top dose of about 77 µM; % is scaled to controls: 0 for no effect and ±100 for the full control effect
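Enzyme plus substrate dispensed, test compounds pinned in, then ATP (5 microM final) added. After 60 min at RT, ADP-Glo reagent 1 for 45 min and reagent 2 for 30 min preceded luminescence imaging.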
Abeta yeast res – compounds reversing amyloid beta toxicity in yeast | yeast expressing A-beta42, growth rescue, OD600, 48 h; response scale: 0% DMSO, 100% iron-clioquinol control | Potency, µM (top dose mostly 46.1 µM), for the others: at the top dose growth rescue, hits mostly activators | 410,000 compounds, 0.063% hits; also: potency is read from the fitted curve at half-maximal effect; nearly all actives have a fitted effect of over 55% in size
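Yeast A-beta toxicity model in growth medium with pinned compounds, 48 h at 30 C; growth read as absorbance at 600 nm. Normalized to FeCl3/clioquinol equimolar mix (positive) and DMSO (negative).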
FUS yeast rescue – rescues growth of FUS-expressing yeast. Potency, µM (series often up to 76.6 µM), for the others: at the highest dose growth rescue (activation), hits mostly activators. 390,000 compounds, 0.24% hits. S. cerevisiae FUS-expressing, growth rescue, OD600, 24 h;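 also: potency is read from the fitted curve at half-maximal effect; plate controls were DMSO vehicle for no effect and reference control for full effect; nearly all actives have a fitted effect of over 55% in size; some results filed as inactive show a strong effect at the top dose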
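Cultures pregrown in 2.5% raffinose medium are shifted to minimal medium containing 2% galactose to express toxic FUS. Compounds are tested at several concentrations. After 24hr at 30C, growth is quantified at 600 nm absorbance.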
PLK1 PBD block – PLK1 (human) polo-box domain binding inhibition | P53350 | Plk1 PBD binding of FITC phosphopeptide, fluorescence polarization | Potency, µM, without a hit: max response, negative = inhibition, hits mostly inhibitors | 360,000 compounds, 2.8% hits | AID 720504; also: potency is read from the fitted curve at half-maximal effect; series mostly up to about 57 µM; % is scaled to controls: 0 for no effect and ±100 for the full control effect; nearly all actives have a fitted effect of over 65% in size
IL-2 act – activators of IL-2 | activation, % (series mostly up to about 46 µM) | IL-2 activation reporter assay, cell-based qHTS; stimulated with anti-CD3/CD4/CD28 beads; in transgenic mouse T cells | 360,000 compounds, 0.065% hits; in the data active = activation above about 50%; inconclusive = mostly about 30% to 49%; also: 0% is about no effect
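Readout: EGFP and DsRed signals by fluorescent plate cytometry. Unstimulated transgenic mouse T cells received compound 60 min before antibody-bead stimulation, then incubated 18 h at 37 degrees C.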
EPAC1 agonist – activates human EPAC1 exchange factor | AID 720707 | 360,000 compounds, 0.073% hits | Potency, µM (top dose mostly 154 µM), without a hit: at the top dose activation, hits mostly activators | EPAC1 agonist qHTS, biochemical assay; response scale: 100% = response to 6.5 mM cAMP; also: potency is read from the fitted curve at half-maximal effect; nearly all actives have a fitted effect of over 60% in size
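Multi-concentration qHTS readout: loss of Rap1B-bound BODIPY-GDP fluorescence driven by 100 nM EPAC1 with excess GDP (50 uM), monitored kinetically at room temperature; agonist response expressed relative to 6.5 mM cAMP.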
* marks the source's active call; other numbers are inactive results; ? = inconclusive; nt = no result given; [ ] = another dose, or the depositor's remark. Unless noted, calls follow the shape of the dose curve; as a rule, active = well fitted curve in the direction sought with a large enough effect; inconclusive = small, poorly fitted or top-dose-only effect, or another doubt; inactive = no such curve, though single readings can be large; an effect the other way counts as inactive or inconclusive.

SMILES	EPAC1 antagonist	WRN helicase inh	aSyn rescue	PI5P4K alpha inh	Abeta yeast res	FUS yeast rescue	PLK1 PBD block	IL-2 act	EPAC1 agonist
COc1ccccc1CNC(=O)C1CCCN(S(=O)(=O)c2cccs2)C1 (configuration not stated)	-22%	2%[57.1 µM]	2%	1	-5%	-29%	-8%	1.3	11%
COc1ccccc1-c1coc2cc(OC(=O)N3CCOCC3)ccc2c1=O	-26%	4%	-2%	-3	8%	-2%	-4%	0.1	13%
O=C1NC[C@@H](CCCCN2C[C@H](Cc3ccc(O)cc3)N(CC3CCCCC3)C(=O)C2=O)N(CCc2ccccc2)C1=O	-6%	-3%	-8%	-5	-17%	28%	-5%	0.5	-13%
Cc1cc2oc(C(=O)N(Cc3ccccc3)c3ccccn3)cc(=O)c2cc1Cl	16%	0%	-4%	-15	-11%	-21%	2%	0.2	3%
O=C(Nc1ccc(N2CCN(C(=O)c3ccccc3)CC2)cc1)c1ccc(Br)o1	15%	2%	19%	-8	0%	44%	1%	0.3	4%
O=C(O)C1C2C=CC(C3CC23)C1C(=O)O (configuration not stated)	11%	-12%	7%	nt	16%	-4%	-6%	-3.1	-1%
Clc1ccc(-n2nnnc2CN2CCOCC2)cc1Cl	4%	-19%	-5%	12	-7%	nt	-1%	0.2	1%
COc1ccc(CNC(=O)CSc2nnc(NC(=O)C3CC3)s2)cc1	7%	1%	-1%	2	1%	5%	-8%	0.5	10%
COc1ccc2[nH]cc(C(=O)CCl)c2c1	-18%	-20%	-1%	-2	-13%	13%	?	-4.4	-5%
O=C1COC(c2ccccc2)=CN1Cc1ccccc1	-12%	6%	8%	0	3%	12%	-1%	0.2	2%
C=CC[C@@H](Cc1ccc(F)cc1)C(=O)OC[C@@H]1CCCN1C(=O)[C@H](CC=C)CC(=O)NCCO	8%	-2%	6%	-1	4%	?	4%	-2.5	-3%
CN(C)CC(C)(C)CNC(=O)C1CCN(Cc2ccccc2O)CC1	9%	10%	-2%	-5	2%	13%	-1%	2.1	2%
CCCCc1c(C)nc2ccc(Br)cc2c1SC(N)N	-16%	4%	6%	-4	-1%	-17%	-8%	-3.3	-7%
CN1CCN(S(=O)(=O)c2ccccc2)C(c2ccccc2)C1 (configuration not stated)	22%	3%	-1%[1.84 µM]	-1	-2%	6%	2%	-0.6	5%
O=C(CCN1CCCCC1)N/N=C/c1ccc(Br)cc1	17%	-4%	6%	2	2%	-6%	-8%	-1.7	4%
Cn1c2ccccc2c2cc([N+](=O)[O-])ccc21	1%	-5%	2%	-1	-16%	-28%	2%	2.3	3%
Cc1nc(NC(=O)c2cccnc2)ccc1Br	2%	3%	5%	0	28%	-12%	-2%	-2.3	1%
CN1CCN(CC(=O)N/N=C/c2ccc(F)c(F)c2)CC1	2%	-32%	-1%	-5	3%	-17%	6%	-1.3	8%
Cc1ccc(S(=O)(=O)ON=C2CCN(S(=O)(=O)c3ccccc3)CC2)cc1	15%	5%	-2%	nt	5%	23%	-4%	-0.4	12%
CCCn1ncc(CN2CCC(N3CCC(C(=O)N4CCOCC4)CC3)CC2)c1C	-22%	1%	-3%	3	20%	6%	-2%	0.1	3%
CSCc1cc(N2CCOCC2)nc(SCc2ccc(Cl)c(Cl)c2)n1	-7%	-19%	4%	nt	2%	23%	-12%	-2.1	18%
C/C(=N/NC(=O)CNC(=O)c1ccc2c(c1)OCO2)c1ccc2c(c1)CCCC2	-10%	-2%	1%	4	-6%	16%	-3%	1.0	6%
Cn1c(=O)c2c(nc(Sc3ncnn3CC(=O)NC(C)(C)C)n2C)n(C)c1=O	11%	3%	-5%	3	-4%	1%	-6%	1.4	-8%
COc1ccc(-c2cc(=O)c3c(OC)c(OC)c(OC)c(OC)c3o2)cc1	12%	5%	12%	2	-33%[inhibitor]	-6%	-5%	-0.7	-22%
CCOC(=O)C1=C(O)CSC1=Nc1cccc2ccccc12	-10%	5%	-10%	4	-12%	nt	-13%	-0.3	-2%

Some entries already given with just Abeta yeast res and aSyn rescue.
| Structure | Abeta yeast res | aSyn rescue |
| --- | --- | --- |
| COc1ccccc1CNC(=O)C1CCCN(S(=O)(=O)c2cccs2)C1 (configuration not stated) | -5% | 2% |
| COc1ccccc1-c1coc2cc(OC(=O)N3CCOCC3)ccc2c1=O | 8% | -2% |
| O=C1NC[C@@H](CCCCN2C[C@H](Cc3ccc(O)cc3)N(CC3CCCCC3)C(=O)C2=O)N(CCc2ccccc2)C1=O | -17% | -8% |

Random excerpt: 5 compounds from above
SMILES	EPAC1 antagonist	WRN helicase inh	aSyn rescue	PI5P4K alpha inh	Abeta yeast res	FUS yeast rescue	PLK1 PBD block	IL-2 act	EPAC1 agonist
CCOC(=O)C1=C(O)CSC1=Nc1cccc2ccccc12	-10%	5%	-10%	4	-12%	nt	-13%	-0.3	-2%
COc1ccc(CNC(=O)CSc2nnc(NC(=O)C3CC3)s2)cc1	7%	1%	-1%	2	1%	5%	-8%	0.5	10%
CSCc1cc(N2CCOCC2)nc(SCc2ccc(Cl)c(Cl)c2)n1	-7%	-19%	4%	nt	2%	23%	-12%	-2.1	18%
O=C1COC(c2ccccc2)=CN1Cc1ccccc1	-12%	6%	8%	0	3%	12%	-1%	0.2	2%
CN1CCN(S(=O)(=O)c2ccccc2)C(c2ccccc2)C1 (configuration not stated)	22%	3%	-1%[1.84 µM]	-1	-2%	6%	2%	-0.6	5%

Going on with the list:
SMILES	EPAC1 antagonist	WRN helicase inh	aSyn rescue	PI5P4K alpha inh	Abeta yeast res	FUS yeast rescue	PLK1 PBD block	IL-2 act	EPAC1 agonist
CSc1nc(N)n2nc(C)cc2n1	6%	2%[57.1 µM]	-9%	-21	0%	-20%	-13%	-0.5	1%
COC(=O)c1c(-c2ccccc2)[nH]c(-c2nccc3ccccc23)c1C(=O)OC	-1%	2%	11%	-6	13%	16%	-8%	-2.8	3%
CC(C)NC(=O)CSc1nc(N)c(-c2ccccc2)c(=O)[nH]1	1%	9%	-6%	-8	-14%	10%	?	-3.2	10%
Cc1ccc2c(c1)C1CC(C)(O2)N(c2cccc(C(=O)NCc3ccccn3)c2)C(=O)N1 (configuration not stated)	3%	1%	1%	-2	11%	8%	2%	-1.3	9%
CCOCCCNC(=O)c1cc(Cl)c(NC(=O)C2=C(C)OCCS2)cc1OC	-8%	1%	0%	0	0%	17%	3%	-2.8	-7%
Cc1ccc(-c2cn(S(=O)(=O)c3cccc4nsnc34)nc2N)cc1	-23%	-22%	?	1	-15%[9.22 µM]	23%	-12%	-4.2	13%
COc1ccc(OC)c(C(=O)CN2C(=O)NC(C)(c3ccccc3)C2=O)c1 (configuration not stated)	-14%	3%	1%	8	1%	2%	-20%	1.1	5%
O=C1CSC(=S)N1Cc1cccs1	8%	-10%	-7%	-1	9%	nt	-1%	-0.5	-3%
Cc1cccc(C(C(=O)NC2CCCCC2)N(Cc2cccnc2)C(=O)c2csnn2)c1 (configuration not stated)	-17%	-3%	2%	2	15%	-4%	-10%	0.9	-1%
Cc1ccc(S(=O)(=O)CCC(=O)Nc2cccc(S(=O)(=O)N3CCCCCC3)c2)cc1	3%	1%	-2%	2	6%	nt	-2%	-1.8	16%
CSc1ccc(Cn2nnc(C(=O)Nc3ccc(C)c(C)c3)c2N)cc1	-13%	-15%	5%	-8	-16%	-2%	-14%	-3.7	-10%
COc1ccc(C2NC(Cc3ccccc3)(C(=O)O)C3C(=O)N(c4ccccc4OC)C(=O)C23)cc1 (configuration not stated)	12%	-5%	8%	-2	27%	5%	-18%	1.8	11%
CCCCNC(=O)C1(C)CCN1C(=O)c1sccc1C (configuration not stated)	19%	5%	26%	2	-17%	0%	3%	2.3	-5%
CC(=O)n1c(C=Nc2ccccc2)c(O)c2ccccc21	15%	-14%	3%	4	-53%[inhibitor]	-6%	-17%	6.7	2%
O=C(CCCn1cnc([N+](=O)[O-])n1)Nc1ccc(Cl)cc1Cl	-15%	-11%	-10%	1	9%	nt	-2%	-0.3	-6%
CCOc1ccc2[nH]c(=O)c(CN(CCO)Cc3nnnn3CCc3ccccc3)cc2c1	-6%	-1%	2%	nt	9%	26%	-3%	-1.5	0%
CCOC(=O)NC1(NCc2ccccc2)Oc2ccccc2O1	-3%	-24%	-5%	nt	6%	9%	0%	-1.5	8%
O=C(O)C1(c2ccccc2)CCN(S(=O)(=O)c2cccs2)CC1	?	-5%	1%	-6	15%	33%	-5%	-0.5	3%
CN(C(=O)CSc1nnc(-c2ccco2)o1)C1CCCCC1	-3%	8%	-1%	-7	9%	-4%	0%	-0.5	-15%
